Screens deposited in PubChem by several laboratories.
PPARg SRC3 recr: PPARgamma-driven SRC-3 recruitment agonism | activation, % at 8 µM | P37231 | actives 0.26% (n = 200,000) | AID 731 | biochemical PPARgamma/SRC-3 coactivator recruitment assay; in the data active = activation above about 23%;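 note: 0% = DMSO and 100% = reference agonist; some compounds past the cut are filed as inactive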
Target sequence (P37231 whole entry, looked up): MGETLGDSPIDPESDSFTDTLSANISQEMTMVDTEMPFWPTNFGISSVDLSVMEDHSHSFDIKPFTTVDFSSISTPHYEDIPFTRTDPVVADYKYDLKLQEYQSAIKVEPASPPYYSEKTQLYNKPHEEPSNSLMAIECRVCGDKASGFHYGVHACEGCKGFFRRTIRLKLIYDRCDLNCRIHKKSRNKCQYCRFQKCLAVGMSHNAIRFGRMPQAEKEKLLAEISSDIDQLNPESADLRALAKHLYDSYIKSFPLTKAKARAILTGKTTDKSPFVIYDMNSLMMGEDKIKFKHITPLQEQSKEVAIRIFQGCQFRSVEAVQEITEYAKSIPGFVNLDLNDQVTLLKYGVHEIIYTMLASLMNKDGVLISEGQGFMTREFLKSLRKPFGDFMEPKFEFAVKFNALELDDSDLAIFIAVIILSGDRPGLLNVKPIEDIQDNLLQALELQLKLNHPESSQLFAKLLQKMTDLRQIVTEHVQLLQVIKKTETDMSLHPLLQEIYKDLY
PPARg SRC-2 ag: agonists of SRC-2 recruitment by human PPARgamma. activation, % at 8 µM. PPARgamma LBD-SRC-2 recruitment, biochemical. P37231. actives 0.34% (n = 200,000); in the data active = activation above about 22%;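 note: 0% = vehicle and 100% = reference agonist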
SRC2 TRFRET art: flags TR-FRET format artefacts in PPARgamma SRC-2 recruitment agonist screen; TR-FRET ratio at 8 µM; TR-FRET artefact counter-screen; active compounds read high; actives 0.4% (n = 200,000); in the data active = TR-FRET ratio above about 2000; note: inactives centre near 1500; reference of the scale not given here
TNAP act hi DEA: increases human TNAP activity under high phosphate acceptor concentration. 200,000 tested, under 10 active. activation factor at 20 µM. purified TNAP, CDP-star luminescence, 1 M DEA, 30 min; active compounds read high; 0 = EDTA background, 1 = DMSO-only activity. P05186;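 active = activation factor at least 2 at 20 µM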
Target sequence (P05186 whole entry, looked up): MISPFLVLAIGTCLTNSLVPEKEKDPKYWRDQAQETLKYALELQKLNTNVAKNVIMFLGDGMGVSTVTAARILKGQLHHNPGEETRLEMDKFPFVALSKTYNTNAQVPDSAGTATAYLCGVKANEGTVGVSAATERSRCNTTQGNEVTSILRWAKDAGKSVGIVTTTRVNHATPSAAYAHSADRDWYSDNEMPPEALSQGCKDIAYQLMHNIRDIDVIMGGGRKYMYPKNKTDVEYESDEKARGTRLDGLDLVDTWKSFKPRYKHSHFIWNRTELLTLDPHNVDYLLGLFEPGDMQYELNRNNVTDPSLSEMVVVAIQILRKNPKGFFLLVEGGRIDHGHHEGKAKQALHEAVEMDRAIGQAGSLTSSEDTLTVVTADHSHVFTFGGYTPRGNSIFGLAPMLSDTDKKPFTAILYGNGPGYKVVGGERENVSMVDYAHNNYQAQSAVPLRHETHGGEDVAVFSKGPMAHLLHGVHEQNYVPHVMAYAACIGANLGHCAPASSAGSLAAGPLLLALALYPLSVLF
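Test system – human TNAP · Doses – 20 µM single point · Incubation – 30 min, room temperature · Signal – luminescent substrate turnover signal · Read-out basis – activation factor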
TNAP inh hi DEA: inhibitors of human TNAP at high phosphate acceptor concentration; P05186; purified TNAP, CDP-star luminescence, 1 M DEA; inhibition, % at 20 µM; actives 0.03% (n = 200,000); AID 1135;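 active = over 50% inhibition of tissue-nonspecific alkaline phosphatase at 20 µM in the single-dose screen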;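 note: plate controls were DMSO wells for no effect and EDTA-quenched wells as full inhibition for full effect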
Efa HMGR inh: inhibitors of class II HMG-CoA reductase from Enterococcus faecalis | actives 0.41% (n = 190,000) | purified E. faecalis HMGR, NADPH absorbance 340 nm kinetic | inhibition, % at 10 µM;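 active = inhibition above a set limit, the median over all tested compounds plus 3 SD, cut at about 9.5% in these data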;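 note: enzyme runs in reverse so mevalonate oxidation gives rising NADPH absorbance; 0% = complete reaction with DMSO and 100% = background rate lacking mevalonate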
bIAP inh: blocks bovine intestinal alkaline phosphatase activity; purified bovine IAP, CDP-star luminescence, 30 min; inhibition, % at 20 µM; 190,000 tested, under 10 active; AID 1019;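 active = over 50% inhibition of intestinal alkaline phosphatase at 20 µM in the single-dose screen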
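System: Purified bovine intestinal alkaline phosphatase (IAP) enzyme | Input: IAP diluted 1/65,000,000 in the well | Also added: CDP-star chemiluminescent phosphatase substrate, 30 µM final | Dosing: 20 µM single dose | Times: Enzyme reaction for 30 min at room temperature | Detection: Luminescence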
bIAP activator: intestinal alkaline phosphatase (bovine) activation; actives 0.17% (n = 200,000); activation factor at 20 µM; purified bovine IAP, CDP-star luminescence, 30 min; active compounds read high; fold of DMSO-control signal, blank-subtracted;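 active = activation factor of 2 or more at 20 µM, a signal rise over negative controls twice the positive control's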
TNAP inh noacc: inhibitors of human TNAP without phosphate acceptor | inhibition, % at 20 µM | AID 1012 | actives 0.26% (n = 200,000) | purified TNAP, CDP-star luminescence, 30 min | P05186;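 active = tissue-nonspecific alkaline phosphatase inhibition above about 50% at 20 µM in the single-dose screen, limit read from the data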;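 note: 0% = DMSO negative control and 100% = EDTA positive control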
PPARg SRC1 recr: promotes SRC-1 coactivator recruitment by human PPARgamma; P37231; PPARgamma-SRC-1 coactivator recruitment biochemical assay; activation, % at 8 µM; actives 0.41% (n = 200,000); AID 631; in the data active = activation above about 19%;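 note: 0% = DMSO and 100% = reference agonist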
An asterisk follows results filed as active.

Results for CCn1c2ccccc2c2cc(Nc3cc(C)nc4ncnn34)ccc21 ?
PPARg SRC3 recr: 4; PPARg SRC-2 ag: 1; SRC2 TRFRET art: 1543; TNAP act hi DEA: 1.1; TNAP inh hi DEA: -6; Efa HMGR inh: -1; bIAP inh: -4; bIAP activator: 1; TNAP inh noacc: -7; PPARg SRC1 recr: 6

Results for COc1ccc(NC(=O)CC2C(=O)N(c3ccc(F)cc3)C(=S)N2NC(=O)c2ccc(Cl)cc2)cc1 (stereo not drawn) ?
PPARg SRC3 recr: -3; PPARg SRC-2 ag: 1; SRC2 TRFRET art: 1356; TNAP act hi DEA: 1; TNAP inh hi DEA: -3; Efa HMGR inh: -2; bIAP inh: -14; bIAP activator: 1.1; TNAP inh noacc: -6; PPARg SRC1 recr: -10

How did COc1cccc([C@@H]2Oc3ccc(OC)cc3C(=O)[C@H]2O)c1 do in these assays?
PPARg SRC3 recr: 4; PPARg SRC-2 ag: -3; SRC2 TRFRET art: 1566; TNAP act hi DEA: 1; TNAP inh hi DEA: 4; Efa HMGR inh: 2; bIAP inh: 8; bIAP activator: 0.9; TNAP inh noacc: -14; PPARg SRC1 recr: 3

Results for O=C(COc1ccc2oc(-c3ccccc3)cc(=O)c2c1)NCc1ccco1 ?
PPARg SRC3 recr: -3; PPARg SRC-2 ag: 13; SRC2 TRFRET art: 1476; TNAP act hi DEA: 1.1; TNAP inh hi DEA: -6; Efa HMGR inh: 1; bIAP inh: 14; bIAP activator: 0.9; TNAP inh noacc: -5; PPARg SRC1 recr: 5

How did OCCC1CN(Cc2cccn2-c2cccnc2)CCN1Cc1ccc(F)cc1 (stereo not drawn) do in these assays?
PPARg SRC3 recr: 1; PPARg SRC-2 ag: 3; SRC2 TRFRET art: 1603; TNAP act hi DEA: 1; TNAP inh hi DEA: -2; Efa HMGR inh: -5; bIAP inh: 9; bIAP activator: 0.9; TNAP inh noacc: -7; PPARg SRC1 recr: -2

How did O=C(N/N=C/c1c(O)n(Cc2ccccc2)c(=O)c2ccccc12)c1cccnc1 do in these assays?
PPARg SRC3 recr: 4; PPARg SRC-2 ag: -7; SRC2 TRFRET art: 1493; TNAP act hi DEA: 0.9; TNAP inh hi DEA: 8; Efa HMGR inh: -1; bIAP inh: -24; bIAP activator: 1.2; TNAP inh noacc: -67; PPARg SRC1 recr: 14

How did CS(=O)(=O)N(CC(=O)NCc1ccc2c(c1)OCO2)C1CCCCC1 do in these assays?
PPARg SRC3 recr: 3; PPARg SRC-2 ag: -6; SRC2 TRFRET art: 1489; TNAP act hi DEA: 1.1; TNAP inh hi DEA: -9; Efa HMGR inh: 0; bIAP inh: 5; bIAP activator: 0.9; TNAP inh noacc: -14; PPARg SRC1 recr: 7

How did O=C(NCCc1ccc2c(c1)OCO2)C1CCN(S(=O)(=O)c2ccc(Cl)cc2)CC1 do in these assays?
PPARg SRC3 recr: 2; PPARg SRC-2 ag: -1; SRC2 TRFRET art: 1715; TNAP act hi DEA: 1.1; TNAP inh hi DEA: -7; Efa HMGR inh: -3; bIAP inh: 4; bIAP activator: 1; TNAP inh noacc: -13; PPARg SRC1 recr: 3

Results for CCN(CC)S(=O)(=O)c1cc(C(=O)Nc2ccccn2)ccc1C ?
PPARg SRC3 recr: -4; PPARg SRC-2 ag: 2; SRC2 TRFRET art: 1331; TNAP act hi DEA: 1; TNAP inh hi DEA: 0; Efa HMGR inh: -8; bIAP inh: 4; bIAP activator: 1; TNAP inh noacc: -13; PPARg SRC1 recr: -6

How did O=C(NC(=O)c1ccccc1)NC1(C(F)(F)F)OCCO1 do in these assays?
PPARg SRC3 recr: 3; PPARg SRC-2 ag: -2; SRC2 TRFRET art: 1690; TNAP act hi DEA: 1; TNAP inh hi DEA: -5; Efa HMGR inh: -6; bIAP inh: 7; bIAP activator: 0.9; TNAP inh noacc: -15; PPARg SRC1 recr: 0

How did COc1ccc(S(=O)(=O)Nc2ccc3c(c2)OCCO3)cc1Cl do in these assays?
PPARg SRC3 recr: 5; PPARg SRC-2 ag: 5; SRC2 TRFRET art: 1549; TNAP act hi DEA: 1; TNAP inh hi DEA: 1; Efa HMGR inh: -2; bIAP inh: -1; bIAP activator: 1; TNAP inh noacc: -9; PPARg SRC1 recr: 1

How did COc1cccc(/C=N/NC(=O)c2cc(-c3cccn3C)n[nH]2)c1O do in these assays?
PPARg SRC3 recr: 7; PPARg SRC-2 ag: -2; SRC2 TRFRET art: 1740; TNAP act hi DEA: 1; TNAP inh hi DEA: 2; Efa HMGR inh: -8; bIAP inh: -2; bIAP activator: 1; TNAP inh noacc: -157; PPARg SRC1 recr: 4

Results for CC(=O)c1ccc(NC(=O)Nc2ccc([N+](=O)[O-])cc2C)cc1 ?
PPARg SRC3 recr: -2; PPARg SRC-2 ag: -1; SRC2 TRFRET art: 1554; TNAP act hi DEA: 1; TNAP inh hi DEA: -1; Efa HMGR inh: 2; bIAP inh: 35; bIAP activator: 0.7; TNAP inh noacc: -10; PPARg SRC1 recr: 17

How did COc1ccc(Cl)cc1C(=O)NNC(=S)NC1CCCC1 do in these assays?
PPARg SRC3 recr: 2; PPARg SRC-2 ag: -3; SRC2 TRFRET art: 1525; TNAP act hi DEA: 1.1; TNAP inh hi DEA: -7; Efa HMGR inh: -4; bIAP inh: -7; bIAP activator: 1.1; TNAP inh noacc: -158; PPARg SRC1 recr: 4

What do the screens show for `Cc1nc(N2CCN(S(=O)(=O)c3ccc(F)cc3)CC2)c2c(C)c(C)sc2n1`?
TNAP act hi DEA: 1; TNAP inh hi DEA: 0; bIAP inh: 1; bIAP activator: 1; TNAP inh noacc: -11

Reprinted from the part before: four compounds; new compounds follow.
How did COc1cccc(/C=N/NC(=O)c2cc(-c3cccn3C)n[nH]2)c1O do in these assays?
PPARg SRC3 recr: 7; PPARg SRC-2 ag: -2; SRC2 TRFRET art: 1740; TNAP act hi DEA: 1; TNAP inh hi DEA: 2; Efa HMGR inh: -8; bIAP inh: -2; bIAP activator: 1; TNAP inh noacc: -157; PPARg SRC1 recr: 4

Results for CC(=O)c1ccc(NC(=O)Nc2ccc([N+](=O)[O-])cc2C)cc1 ?
PPARg SRC3 recr: -2; PPARg SRC-2 ag: -1; SRC2 TRFRET art: 1554; TNAP act hi DEA: 1; TNAP inh hi DEA: -1; Efa HMGR inh: 2; bIAP inh: 35; bIAP activator: 0.7; TNAP inh noacc: -10; PPARg SRC1 recr: 17

How did COc1ccc(Cl)cc1C(=O)NNC(=S)NC1CCCC1 do in these assays?
PPARg SRC3 recr: 2; PPARg SRC-2 ag: -3; SRC2 TRFRET art: 1525; TNAP act hi DEA: 1.1; TNAP inh hi DEA: -7; Efa HMGR inh: -4; bIAP inh: -7; bIAP activator: 1.1; TNAP inh noacc: -158; PPARg SRC1 recr: 4

What do the screens show for `Cc1nc(N2CCN(S(=O)(=O)c3ccc(F)cc3)CC2)c2c(C)c(C)sc2n1`?
TNAP act hi DEA: 1; TNAP inh hi DEA: 0; bIAP inh: 1; bIAP activator: 1; TNAP inh noacc: -11

What do the screens show for `COc1ccc2c(=O)c(-c3nc(C)cs3)coc2c1`?
PPARg SRC3 recr: 9; PPARg SRC-2 ag: 13; SRC2 TRFRET art: 1540; TNAP act hi DEA: 1; TNAP inh hi DEA: -2; Efa HMGR inh: 0; bIAP inh: 4; bIAP activator: 1; TNAP inh noacc: -7; PPARg SRC1 recr: 9

What do the screens show for `Cc1ccc(-c2c(C#N)c(N)n(-c3ccccc3)c(=O)c2C#N)cc1`?
PPARg SRC3 recr: 6; PPARg SRC-2 ag: -2; SRC2 TRFRET art: 1499; TNAP act hi DEA: 1; TNAP inh hi DEA: -4; Efa HMGR inh: -9; bIAP inh: 1; bIAP activator: 1; TNAP inh noacc: -9; PPARg SRC1 recr: -2

Results for O=C(NC(=S)NCc1ccccc1)c1ccc2c(c1)OCO2 ?
PPARg SRC3 recr: 2; PPARg SRC-2 ag: -2; SRC2 TRFRET art: 1348; TNAP act hi DEA: 1; TNAP inh hi DEA: -1; Efa HMGR inh: -1; bIAP inh: 12; bIAP activator: 0.9; TNAP inh noacc: 0; PPARg SRC1 recr: -4

How did COc1ccccc1N1C(=O)c2ccccc2NC1C(OC)OC (stereo not drawn) do in these assays?
PPARg SRC3 recr: 5; PPARg SRC-2 ag: -1; SRC2 TRFRET art: 1478; TNAP act hi DEA: 1; TNAP inh hi DEA: 3; Efa HMGR inh: 0; bIAP inh: 8; bIAP activator: 0.9; TNAP inh noacc: -4; PPARg SRC1 recr: -4

Results for Cc1cc(/C=C(\C#N)C(=O)NCC2CCCO2)c(C)n1-c1ccc(Cl)cc1 (stereo not drawn) ?
PPARg SRC3 recr: 11; PPARg SRC-2 ag: 2; SRC2 TRFRET art: 1433; TNAP act hi DEA: 1.1; TNAP inh hi DEA: -5; Efa HMGR inh: -2; bIAP inh: 6; bIAP activator: 0.9; TNAP inh noacc: -6; PPARg SRC1 recr: 7

Results for COc1cccc(/C=N/NC(=O)CSc2ccccc2C)c1OC ?
PPARg SRC3 recr: 3; PPARg SRC-2 ag: -3; SRC2 TRFRET art: 1613; TNAP act hi DEA: 1; TNAP inh hi DEA: -2; Efa HMGR inh: 4; bIAP inh: 1; bIAP activator: 1; TNAP inh noacc: -3; PPARg SRC1 recr: 2

How did O=C(Nc1nc(N2C(=O)c3ccccc3C2=O)n(-c2ccccc2)n1)c1ccc(Cl)cc1 do in these assays?
PPARg SRC3 recr: 2; PPARg SRC-2 ag: 3; SRC2 TRFRET art: 1413; TNAP act hi DEA: 1; TNAP inh hi DEA: -4; Efa HMGR inh: 1; bIAP inh: -26; bIAP activator: 1.3; TNAP inh noacc: -6; PPARg SRC1 recr: -3

Results for COCCNc1nnc(SC(C)C(=O)Nc2ccc(-c3nc4ccc(C)cc4s3)cc2)s1 (stereo not drawn) ?
PPARg SRC3 recr: -2; PPARg SRC-2 ag: -3; SRC2 TRFRET art: 1344; TNAP act hi DEA: 1; TNAP inh hi DEA: -3; Efa HMGR inh: -6; bIAP inh: 23; bIAP activator: 0.8; TNAP inh noacc: 1; PPARg SRC1 recr: -4

Results for NS(=O)(=O)c1ccc(O)c(N2C(=O)c3cccc4c(C(=O)O)ccc(c34)C2=O)c1 ?
PPARg SRC3 recr: 1; PPARg SRC-2 ag: 6; SRC2 TRFRET art: 1850; TNAP act hi DEA: 1; TNAP inh hi DEA: 3; Efa HMGR inh: -3; bIAP inh: 5; bIAP activator: 1; TNAP inh noacc: -1; PPARg SRC1 recr: 2
